Screens from PubChem BioAssay.
EBNA-1 inhibitor = EBNA-1 DNA-binding inhibitors, primary screen, biochemical, fluorescence polarization | 300,000 compounds, 0.34% hits | AID 1950, 2009 | inhibition, % at 14.8 µM; in the data active = inhibition above about 28%
core dimer inh = inhibitors of HCV core protein dimerization, primary screen, biochemical, TR-FRET, high-throughput; TR-FRET GST/Flag-core106 dimerization, 1536-well; inhibition, % at 5 µM; 300,000 compounds, 0.33% hits;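 active = inhibition above the mean of all tested compounds plus 3 SD, set per screening campaign, cut at about 45% in these data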
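Assay system: GST-tagged and Flag-tagged HCV core protein residues 1-106 / Times: compound-protein-antibody incubation 4 h at 22.5 °C / Signal: time-resolved FRET, ex 340 nm, em 617 and 671 nm / Evaluation: % inhibition based on acceptor/donor emission ratio / Benchmarks: wells lacking GST-core106 and wells with excess unlabelled core106 / Repeats: singlicate, one well per compound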
ZTA counter = ZTA (EBV) inhibition in EBNA-1 counter-screen. ZTA-DNA binding, fluorescence polarization. inhibition, % at 11 µM. 320,000 compounds, 0.15% hits. AID 2234; in the data active = inhibition above about 33%
Target sequence (P03206 whole entry, looked up): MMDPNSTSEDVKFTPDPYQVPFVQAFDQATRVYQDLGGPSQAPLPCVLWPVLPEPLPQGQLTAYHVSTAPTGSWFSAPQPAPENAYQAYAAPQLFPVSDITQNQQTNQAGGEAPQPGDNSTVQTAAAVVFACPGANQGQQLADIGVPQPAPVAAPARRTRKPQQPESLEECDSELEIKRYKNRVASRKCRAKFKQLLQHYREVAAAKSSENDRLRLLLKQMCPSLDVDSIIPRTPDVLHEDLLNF
PP5 inh = PP5 phosphatase inhibitors, primary screen, biochemical, fluorescence; Serine/threonine-protein phosphatase 5 (Homo sapiens), P53041; purified PP5c, OMFP substrate fluorescence; inhibition, % at 6.7 µM; 320,000 compounds, 0.18% hits; AID 1987, 2009;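 active = inhibition above the campaign's mean inhibition across all tested compounds plus 3 SD, cut at about 9.5% in these data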;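 also: 0% = DMSO only and 100% = 100 µM cantharidin control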
PP1 inh = PP1-alpha phosphatase inhibitors, primary screen, counter-screen for PP5 inhibitor project, biochemical, fluorescence, OMFP substrate, single point; inhibition, % at 6.7 µM; 320,000 compounds, 0.9% hits; AID 2235, 2010; Serine/threonine-protein phosphatase PP1-alpha catalytic subunit (Homo sapiens), P62136; purified PP1alpha;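 active = inhibition above the mean inhibition of all tested compounds plus 3 SD, computed separately for each screening campaign, cut at about 15% in these data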
Target sequence (P62136 whole entry, looked up): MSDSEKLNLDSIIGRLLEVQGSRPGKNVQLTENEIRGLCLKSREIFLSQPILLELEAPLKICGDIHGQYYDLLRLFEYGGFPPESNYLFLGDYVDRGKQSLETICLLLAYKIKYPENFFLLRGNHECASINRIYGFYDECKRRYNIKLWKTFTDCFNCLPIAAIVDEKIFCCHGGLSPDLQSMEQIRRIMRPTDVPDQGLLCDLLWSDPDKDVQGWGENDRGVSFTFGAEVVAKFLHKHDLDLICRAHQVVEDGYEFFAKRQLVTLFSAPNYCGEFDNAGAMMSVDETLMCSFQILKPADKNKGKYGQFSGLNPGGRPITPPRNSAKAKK
CR mimetic SO = reduction of superoxide in aged yeast, primary screen, HTS | S. cerevisiae aged cells, superoxide DHE fluorescence; hits give low values | superoxide response (% of plate mean), % at 10 µM | 330,000 compounds, 0.18% hits | AID 2690, 2010;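 active = superoxide response under a set limit, about three screen SD below normal, cut at about 65% in these data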;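 also: yeast aged for seven days with compound at 30 °C before DHE staining; 100% = average MFI of all compound-treated wells on the plate with controls excluded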
Fh CTSL1 inh = Fasciola hepatica cathepsin L1 inhibitors, primary screen, counter-screen for PFM18AAP inhibitor project, biochemical, QFRET, fluorogenic peptide substrate | recombinant F. hepatica cathepsin L1, Z-Leu-Arg-MCA fluorescence | inhibition, % at 5.96 µM | 300,000 compounds, 0.49% hits | AID 1906, 2009;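 active = inhibition above the mean of all tested compounds plus 3 SD, set per screening campaign, cut at about 17% in these data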;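 also: 0% = plate median of test compound wells and 100% = 1 µM Z-Phe-Ala-diazomethylketone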
TPT1 inh = Candida albicans TPT1 enzyme inhibitors, primary screen, biochemical, fluorescence polarization | 300,000 compounds, 0.81% hits | inhibition, % at 5 µM | tRNA 2'-phosphotransferase TPT1 (Candida albicans SC5314) | recombinant caTPT1, FP RNA substrate dephosphorylation;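 active = inhibition above the mean of all tested compounds plus 3 SD, set per screening campaign, cut at about 24% in these data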;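 also: plate controls were DMSO alone for no effect and ferristatin control at 100 nM for full effect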
GASC-1 inh = inhibitors of GASC-1 histone demethylase, primary screen, biochemical, fluorescence, DELFIA europium. Lysine-specific demethylase 4C (Homo sapiens), Q9H3R0. GST-JMJD2C(1-420) H3K9me3 demethylation. inhibition, % at 2.35 µM. 330,000 compounds, 0.069% hits;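 active = more than half of a compound's replicate wells show inhibition beyond 50%, single wells judged on their own value; inconclusive = some, but no more than half, of replicates pass 50% inhibition; inactive = no replicate passes 50% inhibition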;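 also: signal counts dimethyl H3K9 product captured on neutravidin plate; 0% = median of DMSO wells and 100% = 0.3 times that DMSO median; strong numbers were not always called active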
Target sequence (Q9H3R0 1-420 limits assumed): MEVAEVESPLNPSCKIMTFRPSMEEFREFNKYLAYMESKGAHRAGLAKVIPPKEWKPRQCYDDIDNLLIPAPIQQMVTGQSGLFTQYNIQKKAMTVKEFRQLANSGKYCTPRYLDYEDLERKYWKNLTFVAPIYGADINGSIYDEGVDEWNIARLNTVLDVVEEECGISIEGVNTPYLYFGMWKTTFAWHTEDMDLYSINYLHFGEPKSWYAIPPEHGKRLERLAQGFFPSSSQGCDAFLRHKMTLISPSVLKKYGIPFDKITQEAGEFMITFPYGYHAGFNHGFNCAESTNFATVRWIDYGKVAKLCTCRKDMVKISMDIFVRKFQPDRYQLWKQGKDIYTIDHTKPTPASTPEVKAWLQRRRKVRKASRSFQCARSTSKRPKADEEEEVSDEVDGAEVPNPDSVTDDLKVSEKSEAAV
Numbers without * were called inactive; ? = inconclusive; · = no result given; & = joins results of further samples.

SMILES	EBNA-1 inhibitor	core dimer inh	ZTA counter	PP5 inh	PP1 inh	CR mimetic SO	Fh CTSL1 inh	TPT1 inh	GASC-1 inh
CCOC(=O)N1CCN(C(=O)CS(=O)(=O)c2cn(Cc3ccc(F)cc3)c3ccccc23)CC1	8	12	4	-0.3	-5	117	-19	-2	1&-13
CCOc1ccccc1NC(=S)N1CCN(c2cccc(C)c2C)CC1	-1	10	4	-4.1	1	88	-2	3	-17
NCC12CC3CC(CC(O)(C3)C1)C2	-1	10	-9	0.5	-5	117	1	2	-3
CC(=O)c1ccc(N2C(=NC(=O)C(C)C)SC3CS(=O)(=O)CC32)cc1 (configuration not stated)	5	-1	5	3.2	-3	109	-1	-1	1
O=C(NCCN1CCOCC1)C12CC3CC(C1)CC(c1ccccc1)(C3)C2	0	-2	1	0.7	-4	99	-3	-4	3
COc1nc(Nc2ccc(O)cc2)nc(OC(C(F)(F)F)C(F)(F)F)n1	2	-1	-10	8.0	3	99	-2	-1	-5
Cc1csc(NC(=O)CCC(=O)N(CC(=O)NC2CCCC2)Cc2ccccc2)n1	12	1	1	2.0	2	97	2	2	-20
COC(=O)c1ccc2c(c1)S(=O)(=O)NC(=NCc1ccco1)S2	6	2	18	-1.3	0	101	-1	1	8
COCc1c(C(=O)N2CCN(Cc3nc4ccccc4s3)CC2)oc2ccccc12	·	·	-12	2.1	-6	111	·	·	-6
COc1ccc(C(C)=O)c2c1OCCO2	-9	-10	-6	1.4	1	98	-2	-5	-2
CCCCOc1ccccc1C1NC(=O)NC(C)=C1C(=O)OCCOC (configuration not stated)	4	-6	-19	4.2	-3	117	0	-2	-2
COc1cc(NCC(=O)Nc2cccc(S(=O)(=O)N3CCCCC3)c2)cc(OC)c1OC	·	·	2	3.7	9	98	·	·	-2
C/C(N)=C(/C#N)C(=O)CSc1nnc(-c2ccc(OC(F)F)cc2)o1	4	7	24	-1.7	2	93	-3	-2	-6
COc1ccc(NC(=O)/C(=C\c2cccnc2)NC(=O)c2cccs2)cc1	-8	-1	-3	-0.1	-4	90	-3	2	16
CC1CCN(C(=O)C2CCN(S(=O)(=O)c3cc(Cl)ccc3Cl)CC2)CC1	12	5	0	0.2	-2	112	-5	-1	-1
COc1ccc(C(C(=O)NCC2CCCO2)N(Cc2ccccc2)C(=O)c2snc(C(N)=O)c2N)cc1OC (configuration not stated)	4	1	7	-2.9	2	115	3	-2	34
O=C(NC(=S)N(Cc1ccccc1)c1ccccn1)C1CC1	-3	0	-4	0.7	-3	81	-2	-1	-24
c1cc2ccc3ccc(-n4cnnn4)c4ccc(c1)c2c34	34*	-1	27	0.5	20*	126	2	9	172
CC(C)(C)NC(=O)CSc1nccn1Cc1ccccc1	4	1	6	-0.3	0	91	2	-1	0
O=C(CSc1cccc[n+]1[O-])Nc1ccc2c(c1)OCCO2	-5	-1	1	3.0	-2	95	-6	0	-8
CCOC(=O)c1c(C)[nH]c(C(=O)OCC(=O)N(C)CC(=O)Nc2ccccc2Cl)c1C	1	-7	-28	2.7	-3	87	7	-3	-2
Cn1c(/N=C/c2cc(Cl)ccc2O)nc2ccccc21	10	0	-8	-3.0	-8	76	3	-1	37
O=C(O)c1ccc(N/N=C/c2ccc(OC(=O)c3cccc(Cl)c3)cc2)cc1	7	-101	4	0.6	52*	97	18*	-4	5
CCCNC(=O)C(Cc1ccccc1F)NC(=O)c1ccccn1 (configuration not stated)	·	·	5	-0.5	-4	102	·	·	9
FCCCOc1ccc(-c2nccc(-c3ccc(F)cc3)n2)cc1	-4	-4	-20	2.3	-1	102	4	-1	8
Cc1ccccc1N(C(=O)CS(=O)CC(=O)Nc1ccc(F)cc1)C(C)C(=O)NC(C)(C)C (configuration not stated)	-3	5	5	0.5	1	98	0	0	1
O=C(c1cc(COc2ccc(F)cc2F)on1)N1CCCC(c2ccccc2)C1 (configuration not stated)	-9	-3	-12	3.6	6	106	-3	-5	11
O=C(CSc1ccc2nnc(-c3ccccn3)n2n1)Nc1ccccc1F	7	2	5	3.2	3	98	-7	1	-22
Cc1ccc(NC(=O)COC(=O)C2CC2C)c(S(=O)(=O)N2CCCCC2)c1 (configuration not stated)	6	2	14	1.2	0	96	-9	-2	13
COc1ccc(C(=O)/C=C/Nc2c(C)n(C)n(-c3ccccc3)c2=O)c(OC)c1	-9	-4	3	-0.4	-3	91	10	2	5
CC(C)OC(=O)Cn1cnc2ccc(Br)cc2c1=O	22	-7	10	-2.7	-1	103	-4	1	0
COc1ccccc1OCc1cc(C(=O)N2CCN(C)C(c3ccccc3)C2)no1 (configuration not stated)	-4	3	4	2.0	-5	86	4	1	-13
COc1nnc(-c2ccc(N3CCOCC3)c(NC(=O)c3ccccc3)c2)c2ccccc12	0	6	-9	-1.3	3	90	1	-2	-1
Cn1c(Cl)c(/C=N/OC(=O)c2ccccc2Cl)c2ccccc21	-16	3	-4	3.9	3	104	-1	1	-13
C/C(=N\NC(=O)CN1CCN(Cc2ccccc2)CC1)c1cccs1	-6	-2	-4	-0.9	-4	99	2	-4	-24
CCN(CC)S(=O)(=O)c1ccc(NC(=O)C2CCCO2)cc1 (configuration not stated)	5	8	16	2.1	-2	92	-3	-2	44
COc1ccc(CN2CCCCCC2)cc1	-10	-7	-5	2.5	3	108	-2	-2	-3
O=S(=O)(Nc1ccc2c(c1)OCCO2)c1ccc(F)cc1	-13	3	-1	3.6	-5	143	-4	0	3
Cc1ccc(C)c(N2C(=O)C3C4C=CC(CC4)C3C2=O)c1 (configuration not stated)	-3	1	-2	2.6	2	96	1	0	2
O=S(=O)(c1ccc(F)cc1)N1CCC(N2CCCC2)CC1	-10	-13	-8	-0.9	-6	83	6	-3	3
C/C(=N\NC(=O)c1ccc(COc2ccccc2)cc1)c1ccncc1	0	8	5	-0.4	-1	95	0	-2	-7
CC(=O)C1=C(O)C(=O)N(c2ccc(C(=O)O)cc2)C1c1ccc([N+](=O)[O-])cc1 (configuration not stated)	-5	-2	-10	0.1	-3	102	1	7	-25
CC(C)CCN(C(=O)CCSc1ccc(F)cc1)c1c(N)n(Cc2ccccc2)c(=O)[nH]c1=O	-3	4	-2	2.6	-4	126	-1	6	0
Cc1nnc(SCC(=O)Nc2ncc(Cc3ccc(F)cc3)s2)n1N	-7	0	-14	1.3	-3	111	0	-7	1
CC1S/C(=N/N=C/c2cccs2)NC1=O (configuration not stated)	1	-3	-15	0.0	0	94	2	-1	-16
Cc1sc2nc(C(C)Nc3ccccc3N3CCOCC3)[nH]c(=O)c2c1C (configuration not stated)	-1	13	4	2.8	1	101	1	0	-10
Cc1ccc(CSCCC(=O)NCCc2ccc(Cl)cc2)cc1	10	-3	-3	-1.9	-2	98	3	-2	3
CCCN1CCC(NC(=O)CC2C(=O)NCCN2Cc2ccccc2C)CC1 (configuration not stated)	10	-11	-2	-0.6	1	99	1	-6	-4
O=S(=O)(NCc1cccnc1)c1cccc2cccnc12	9	-2	8	-1.4	4	100	-1	-1	1
Cn1c(=O)oc2cc(S(=O)(=O)NCCC(=O)N3CCN(c4ccccc4)CC3)ccc21	16	-13	-6	0.3	-1	106	2	-3	2
COc1ccccc1C(=O)Nc1ccc(Br)c2cccnc12	1	-4	3	0.8	2	99	1	-4	2
Cc1nnc(NC2(C(F)(F)F)C(=O)Nc3c2c(=O)n(C)c(=O)n3C)s1 (configuration not stated)	4	1	-14	-0.1	-1	96	2	1	-2
Cc1ccccc1-c1n[nH]c(=S)o1	-5	-2	-2	1.1	0	111	-3	-1	3
C=CCn1c(CCCOc2ccc(Cl)cc2Cl)nnc1SCC(=O)Nc1nccs1	12	8	10	3.2	8	99	1	-3	-5
CCn1c(SCc2nc3sc(C(=O)O)c(C)c3c(=O)[nH]2)nnc1-c1ccc(Cl)cc1	1	12	7	1.4	2	92	1	2	6
Cc1ccc(/C=C2/C(=O)ON=C2c2ccccc2)o1	17	5	-10	1.4	-2	76	-2	34*	14
CC(C)CCNCC(O)CON=C1c2ccccc2-c2ccccc21 (configuration not stated)	1	-10	9	1.5	3	103	-1	-1	-1
CCCC(=O)N(CCN(C(=O)CCC)c1ccccc1)c1ccccc1	8	0	10	-0.7	-5	118	0	-1	3
Cc1cc(S(=O)(=O)N2CCOCC2)ccc1NC(=O)c1ccc(F)cc1	-1	4	-2	1.4	-2	102	5	1	-2
Cc1ccc(NC(=O)c2nc[nH]c2C(=O)NCC(=O)OC(C)(C)C)cc1	8	12	10	4.1	0	110	1	-2	12
New compounds follow:
SMILES	EBNA-1 inhibitor	core dimer inh	ZTA counter	PP5 inh	PP1 inh	CR mimetic SO	Fh CTSL1 inh	TPT1 inh	GASC-1 inh
Clc1ccc(CN2CCN(/N=C/c3cccnc3)CC2)cc1	0	6	8	-1.1	-1	90	3	-2	-12
CC(NC(=O)C1CCCCC1)c1ccc2c(c1)OCCO2 (configuration not stated)	-6	0	5	1.4	-7	102	-8	1	-4
NNC(=O)CS(=O)(=O)CS(=O)(=O)CC(=O)NN	4	3	5	0.9	-1	94	-5	-2	-5
O=S(=O)(NCCSc1ccccn1)c1ccc(Br)cc1	3	2	7	2.1	6	110	1	2	3
O=C(Nc1ccc2c(c1)C(=O)OC2)c1ccc(Cl)cc1	-1	0	0	1.9	3	88	-2	-1	8
CCN1C(=O)[C@H]2[C@@H](c3ccc(-c4ccc(OC)cc4)cc3)N[C@@](Cc3ccccc3)(C(=O)OC)[C@H]2C1=O	4	18	-10	5.4	4	104	-1	-2	?
CCCS(=O)(=O)Nc1cccc(-c2cn3c(n2)SCC3)c1	-4	-1	-8	0.1	2	98	-5	0	21
CCN1CCc2[nH]c3ccccc3c2C1	13	-1	-4	-0.7	-5	106	2	-5	31
Cc1cc(NS(=O)(=O)c2ccc(NC(=O)NC(C)(C(F)(F)F)C(F)(F)F)cc2)no1	6	-6	-15	5.2	4	97	3	0	1
O=C(Nc1cccnc1Cl)c1ccc(Cl)cc1	-5	2	-8	0.6	-2	101	-4	-1	2
Cc1ccnc(NC(=O)Cc2ccc([N+](=O)[O-])cc2)c1	2	2	6	2.5	-6	95	-1	0	52
COc1ccc(CNC(c2ccccc2)c2ccc(Cl)cc2)cc1 (configuration not stated)	-9	-1	-9	3.7	4	91	-2	-1	-9
